ATXN2 expr inh = inhibitors of ATXN2 expression | Potency, µM (doses to about 57 µM), inactives show at the highest dose activity change, negative = inhibition, usual class: inhibitors | HEK-293 ATXN2-luciferase reporter, luminescence, 24 h | 360,000 compounds, 0.72% hits; further: on the % scale 0 is the no-effect control and ±100 the full control effect; nearly all actives have a fitted effect of over 55% in size
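qHTS (up to 57 uM final) was run with 24 h compound exposure of reporter cells at 37 °C. Each well was multiplexed: SteadyGlo luminescence measured ATXN2-luciferase expression after a fluorogenic Gly-Phe-AFC viability readout (25 uM final).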
MCF10A rerep = DNA re-replication induction in MCF 10a cells; MCF 10A DNA re-replication, Hoechst nuclear intensity, 48 h; Potency, µM (top dose mostly 46.1 µM), for inactives: at the top dose activity, positive = re-replication, actives largely listed as activators; 350,000 compounds, 2.9% hits; further: % of control where 0% means no effect; nearly all actives have a fitted effect of over 50% in size
HepG2 tox = HepG2 cytotoxicity, counter-screen for TGF-b inhibitors | Potency, µM (highest dose often 46.1 µM), inactives show top-dose activity change, negative = cytotoxicity, actives largely listed as cytotoxic | 410,000 compounds, 0.76% hits | HepG2 CAGA-GFP viability, ATP luminescence, 18 h; further: some results filed as inactive show a strong effect at the top dose
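HepG2 CAGA-GFP cells (1000/well, DMEM with 1% FBS) received compound, then TGF-beta at 500 pg/mL final, and were incubated 18 hours at 37 degrees C. Viability was read by CellTiter-Glo luminescence. Media-only wells were set as complete cell-killing and DMSO as no toxicity.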
A549 tox = counter-screen for Nrf2 inhibitors: cytotoxicity in A549 cells; AID 504648; 390,000 compounds, 0.16% hits; Potency, µM (highest dose often 46 µM), without a hit: top-dose activity change, negative = cytotoxicity, most hits filed as inhibitors; A549 ARE-Fluc cells, CellTiter-Fluor viability, 18-24 h; further: on the % scale 0 is the no-effect control and ±100 the full control effect
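Cytotoxicity counterscreen: CellTiter-Fluor fluorescence was measured in A549 ARE_Fluc cells after 18-24 h of compound exposure in a concentration series. The subsequent BugLite luminescent read reports ARE-luciferase activity.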
EPAC2 antag = antagonists of human EPAC2; EPAC2 GEF exchange of Rap1B-BODIPY-GDP, fluorescence; AID 720708; Q8WZA2; Potency, µM (series often up to 114 µM), for the others: at the top dose activity, negative = inhibition, usual class: inhibitors; 360,000 compounds, 0.18% hits; further: on the % scale 0 is the no-effect control and ±100 the full control effect; nearly all actives have a fitted effect of over 45% in size; many of its hits are not listed in these tables
Target sequence (Q8WZA2 whole entry, looked up): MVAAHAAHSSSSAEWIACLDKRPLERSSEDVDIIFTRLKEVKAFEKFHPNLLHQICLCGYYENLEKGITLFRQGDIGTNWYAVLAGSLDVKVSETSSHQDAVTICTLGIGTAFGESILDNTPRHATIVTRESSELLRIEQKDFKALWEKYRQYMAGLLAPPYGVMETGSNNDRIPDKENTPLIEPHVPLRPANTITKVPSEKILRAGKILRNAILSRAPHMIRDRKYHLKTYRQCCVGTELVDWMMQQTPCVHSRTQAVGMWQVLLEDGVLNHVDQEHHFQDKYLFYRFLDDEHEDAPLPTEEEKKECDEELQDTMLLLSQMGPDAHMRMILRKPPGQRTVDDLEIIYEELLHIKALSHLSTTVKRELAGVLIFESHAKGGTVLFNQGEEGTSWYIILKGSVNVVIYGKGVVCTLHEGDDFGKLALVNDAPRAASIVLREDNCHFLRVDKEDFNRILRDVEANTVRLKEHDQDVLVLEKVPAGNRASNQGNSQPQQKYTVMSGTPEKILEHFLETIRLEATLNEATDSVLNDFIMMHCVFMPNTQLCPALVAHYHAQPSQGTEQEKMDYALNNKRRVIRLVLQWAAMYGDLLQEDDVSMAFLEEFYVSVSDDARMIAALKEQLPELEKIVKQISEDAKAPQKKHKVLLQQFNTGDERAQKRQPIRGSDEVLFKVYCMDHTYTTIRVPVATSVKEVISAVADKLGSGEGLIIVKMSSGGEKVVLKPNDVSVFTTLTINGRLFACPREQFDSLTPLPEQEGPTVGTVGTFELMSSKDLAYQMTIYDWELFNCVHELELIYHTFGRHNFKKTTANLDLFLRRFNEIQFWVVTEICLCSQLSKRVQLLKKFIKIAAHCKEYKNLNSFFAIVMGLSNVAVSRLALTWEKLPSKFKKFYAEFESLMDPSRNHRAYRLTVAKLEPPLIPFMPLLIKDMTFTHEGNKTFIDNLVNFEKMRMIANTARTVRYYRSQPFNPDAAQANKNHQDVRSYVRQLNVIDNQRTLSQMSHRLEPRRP
Nrf2 inh = blocks Nrf2 signaling. A549 ARE-Fluc reporter, luciferase luminescence, 18-24 h. Potency, µM (series often up to 46 µM), without a hit: at the top dose activity change, negative = inhibition, hits mostly inhibitors. 360,000 compounds, 2.1% hits. AID 504444; further: on the % scale 0 is the no-effect control and ±100 the full control effect; nearly all actives have a fitted effect of over 60% in size
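A549 ARE_Fluc cells, 5000/well, 5% FBS OPTI-MEM; compounds in dose-response, 18-24 h at 37 °C/5% CO2; CellTiter-Fluor viability read (Ex 405/Em 525), then BugLite luciferase luminescence = Nrf2 activity.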
ATXN viability = viability counter-screen for ATXN expression inhibitors | Potency, µM (highest dose often 56.7 µM), usual class: cytotoxic | 400,000 compounds, 0.49% hits | S2 cells (HEK-293 line with an ATXN2-luciferase reporter) viability, CellTiter-Fluor protease fluorescence, 24 h; further: nearly all actives have a fitted effect of over 40% in size
TGFb SMAD3 inh = blocks TGF-b signaling | Potency, µM (titrated, usually from 46.1 µM), for inactives: at the top dose activity, negative = inhibition, usual class: inhibitors | 410,000 compounds, 1.2% hits | HepG2 CAGA-GFP TGF-b/SMAD3 reporter, GFP fluorescence, 18 h; TGF-beta stimulated, 500 pg/mL final; further: on the % scale 0 is the no-effect control and ±100 the full control effect; nearly all actives have a fitted effect of over 65% in size
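TGF-beta reporter screen: HEPG2 CAGA-GFP, 1% FBS, 500 pg/mL TGF-beta final, 18 h; per-cell GFP summed per well; curves fitted and categorized by class.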
Nrf2 ARE act = Nrf2 pathway activation | AREc32 ARE-luciferase reporter (MCF7-derived line), luminescence, 24 h | Potency, µM (highest dose often 46.1 µM), for inactives: at the highest dose activation, actives largely listed as activators | 410,000 compounds, 0.31% hits; further: % of control where 0% means no effect; nearly all actives have a fitted effect of over 65% in size
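For detection, Steady-Glo was added and plates sat 30 min at RT; before that, AREc32_Fluc cells grown overnight in OPTI-MEM/5% FBS had been treated with 23 nL compound for 24 hr at 37 deg C.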
Active calls of the source: *; & = joins results of further samples. The call rests on the fitted dose curve; in most records, active means well fitted curve in the direction sought with a large enough effect; inconclusive means small, poorly fitted or top-dose-only effect, or another doubt; inactive means no such curve, though single readings can be large; an effect the other way counts as inactive or inconclusive. Potency means the concentration at half of the fitted maximal effect.

Results for O=C(/C=C/Nc1ccc(Br)cn1)c1cccc(OC(F)F)c1 ?
MCF10A rerep: inconclusive; HepG2 tox: -10%; A549 tox: 0%; EPAC2 antag: -5%; Nrf2 inh: inconclusive; ATXN viability: inactive; TGFb SMAD3 inh: -3%; Nrf2 ARE act: inconclusive

How did COc1cccc(N2CCN(C(=O)c3nc4nc(C)cc(C)n4n3)CC2)c1 do in these assays?
ATXN2 expr inh: 12%; MCF10A rerep: -10%; HepG2 tox: -1%; A549 tox: -3%; EPAC2 antag: 1%; Nrf2 inh: -8%; ATXN viability: inactive; TGFb SMAD3 inh: 10%; Nrf2 ARE act: 0.2%

Results for C[C@@H]1CN([C@H](C)CO)C(=O)CCCn2cc(nn2)CO[C@H]1CN(C)C(=O)Nc1ccccc1F ?
ATXN2 expr inh: -1%; HepG2 tox: -6%; EPAC2 antag: 0%; ATXN viability: inactive; TGFb SMAD3 inh: -5%; Nrf2 ARE act: -0.5%

How did O=C(Nc1cccc2ccccc12)NC1CCCc2ccccc21 (configuration not stated) do in these assays?
ATXN2 expr inh: -4%; MCF10A rerep: -3%; HepG2 tox: 0%; A549 tox: -5%; EPAC2 antag: 1%; Nrf2 inh: -17%; ATXN viability: inactive; TGFb SMAD3 inh: -3%; Nrf2 ARE act: -0.1%

What do the screens show for `COCCn1c(=O)[nH]c2cc(C(=O)N3CCN(c4cc(C)ccc4C)CC3)ccc2c1=O`?
ATXN2 expr inh: -19%; MCF10A rerep: -1%; HepG2 tox: 8%; A549 tox: -3%; EPAC2 antag: -7%; Nrf2 inh: -12%; ATXN viability: inactive; TGFb SMAD3 inh: 4%; Nrf2 ARE act: -0.7%

Results for COc1ccc(CN2CCN(S(=O)(=O)c3ccccc3)CC2)c(OC)c1OC ?
ATXN2 expr inh: -17%; MCF10A rerep: 0%; HepG2 tox: 1%; A549 tox: -4%; EPAC2 antag: -6%; Nrf2 inh: inconclusive; ATXN viability: inactive; TGFb SMAD3 inh: 7%; Nrf2 ARE act: 0.1%

Results for CCN(C(=O)CSc1cc(C)c2cccc(C)c2n1)C1CCS(=O)(=O)C1 (configuration not stated) ?
ATXN2 expr inh: -19%; MCF10A rerep: -27%; HepG2 tox: -24%; A549 tox: 3%; EPAC2 antag: -5%; Nrf2 inh: inconclusive; ATXN viability: inactive; TGFb SMAD3 inh: -5%; Nrf2 ARE act: 0.3%

How did O=C(Nc1ccc(N2CCN(C(=O)c3ccccc3)CC2)cc1)c1ccc2c(c1)OCCO2 do in these assays?
ATXN2 expr inh: inconclusive; MCF10A rerep: inconclusive; HepG2 tox: 13%; A549 tox: -16%; EPAC2 antag: 7%; Nrf2 inh: inconclusive; ATXN viability: inconclusive; TGFb SMAD3 inh: inconclusive; Nrf2 ARE act: 0.3%

Results for C=C1CC2C(=O)N(Cc3ccccc3)C(C(=O)O)C1N2C(=O)OC(C)(C)C (configuration not stated) ?
HepG2 tox: 2%; A549 tox: 0%; Nrf2 inh: 12%; TGFb SMAD3 inh: -2%

How did O=S(=O)(Nc1ccc(Br)cc1)c1cccc(NS(=O)(=O)c2cccs2)c1 do in these assays?
ATXN2 expr inh: -15%; MCF10A rerep: 7.3µM*; HepG2 tox: -25%; A549 tox: -13%; EPAC2 antag: -13%; Nrf2 inh: -20%; ATXN viability: inactive; TGFb SMAD3 inh: inconclusive; Nrf2 ARE act: -0.8%

Results for O=C(CN1CCN(c2ccc(F)cc2)CC1)Nc1ccccc1 ?
ATXN2 expr inh: 5%; MCF10A rerep: 6%; HepG2 tox: -5%; A549 tox: -3%; EPAC2 antag: -4%; Nrf2 inh: 5%; ATXN viability: inactive; TGFb SMAD3 inh: 0%; Nrf2 ARE act: 0.4%

What do the screens show for `CCc1n[nH]c(=S)n1/N=C/c1ccc(N(CC)CC)cc1`?
ATXN2 expr inh: -3%; MCF10A rerep: 4%; HepG2 tox: 7%; A549 tox: -7%; EPAC2 antag: -3%; Nrf2 inh: 3%; ATXN viability: inactive; TGFb SMAD3 inh: -12%; Nrf2 ARE act: -0.2%

Results for CCc1ccc(C(=O)C(C)OC(=O)c2cccc(S(=O)(=O)N3CCOCC3)c2)cc1 (configuration not stated) ?
ATXN2 expr inh: -11%; MCF10A rerep: 1%; HepG2 tox: -5%; A549 tox: -5%; EPAC2 antag: -11%; Nrf2 inh: inconclusive; ATXN viability: inactive; TGFb SMAD3 inh: -2%; Nrf2 ARE act: 0.4%

How did C[C@H](CO)N1C[C@H](C)[C@@H](CN(C)C(=O)NC2CCCCC2)Oc2c(NC(=O)c3ccncc3)cccc2C1=O do in these assays?
ATXN2 expr inh: 2%; MCF10A rerep: -14%; HepG2 tox: 0%; A549 tox: -3%; EPAC2 antag: 6%; Nrf2 inh: 15%; ATXN viability: inactive; TGFb SMAD3 inh: 6%; Nrf2 ARE act: 0.2%

Results for CCOC(=O)c1ccc(NC(=O)CC2C(=O)N(c3ccc(F)cc3)C(=O)N2Cc2ccc3c(c2)OCO3)cc1 (configuration not stated) ?
ATXN2 expr inh: -28%; HepG2 tox: -18%; A549 tox: -12%; Nrf2 inh: -8%; ATXN viability: inconclusive; TGFb SMAD3 inh: -4%; Nrf2 ARE act: 6.8%

What do the screens show for `COC(=O)C1=C(C)NC(=O)NC1c1c(O)ccc2ccccc12` (configuration not stated)?
MCF10A rerep: -11%; HepG2 tox: 1%; A549 tox: 1%; EPAC2 antag: -6%; Nrf2 inh: -9%; ATXN viability: inactive; TGFb SMAD3 inh: 13%; Nrf2 ARE act: -0.5%

How did COc1ccc(C)cc1NC(=O)CNC(C)C(=O)Nc1ccc(C(C)=O)cc1 (configuration not stated) do in these assays?
ATXN2 expr inh: 11%; MCF10A rerep: -10%; HepG2 tox: 0%; A549 tox: -8%; EPAC2 antag: -3%; Nrf2 inh: -6%; ATXN viability: inactive; TGFb SMAD3 inh: 5%; Nrf2 ARE act: -0.2%

What do the screens show for `COC(=O)c1ccccc1N1C(=O)C2C(C1=O)[C@H]1C=C[C@@H]2C1` (some centres not stated)?
ATXN2 expr inh: 3%; MCF10A rerep: 5%; HepG2 tox: 7%; A549 tox: -2%; EPAC2 antag: -5%; Nrf2 inh: 1%; ATXN viability: inactive; TGFb SMAD3 inh: 5%; Nrf2 ARE act: -0.2%

What do the screens show for `CC1CN(S(=O)(=O)c2ccc(CN3C(=O)c4cccnc4C3=O)cc2)c2ccccc2O1` (configuration not stated)?
ATXN2 expr inh: 12%; MCF10A rerep: 3%; HepG2 tox: -7%; A549 tox: 2%; EPAC2 antag: -21%; Nrf2 inh: -11%; ATXN viability: inactive; TGFb SMAD3 inh: -1%; Nrf2 ARE act: -0.1%

Results for CCCCOc1cccc(C(=O)Nc2ccc(S(=O)(=O)Nc3cc(C)on3)cc2)c1 ?
ATXN2 expr inh: 8%; MCF10A rerep: -1%; HepG2 tox: 0%; A549 tox: -22%; EPAC2 antag: 3%; Nrf2 inh: -20%; ATXN viability: inactive; TGFb SMAD3 inh: 21%; Nrf2 ARE act: 0.5%

Results for Clc1ccc(OCCn2cnc3ccccc32)c(Cl)c1 ?
ATXN2 expr inh: 35%; MCF10A rerep: 10%; HepG2 tox: -16%; A549 tox: -1%; EPAC2 antag: -10%; Nrf2 inh: inconclusive; ATXN viability: inactive; TGFb SMAD3 inh: -33%; Nrf2 ARE act: 3.3%

How did COc1cc(C(=O)NCc2ccc(-c3nc4ccccc4s3)cc2)cc(OC)c1OC do in these assays?
ATXN2 expr inh: inconclusive; MCF10A rerep: inconclusive; HepG2 tox: -15%; A549 tox: -5%; EPAC2 antag: -1%; Nrf2 inh: -17%; ATXN viability: inactive; TGFb SMAD3 inh: 0%; Nrf2 ARE act: 0.2%

What do the screens show for `CCOc1ccc(N2CC(C(=O)NCc3nnnn3-c3ccc(C)c(C)c3)CC2=O)cc1` (configuration not stated)?
ATXN2 expr inh: 6%; MCF10A rerep: -1%; HepG2 tox: 0%&3%; A549 tox: -2%&11%; EPAC2 antag: 6%; Nrf2 inh: 4%; ATXN viability: inactive; TGFb SMAD3 inh: 1%&-4%; Nrf2 ARE act: -0.4%&-0.8%

What do the screens show for `COc1ccccc1CC(=O)N1CCN(S(=O)(=O)c2cccs2)CC1`?
ATXN2 expr inh: 5%; MCF10A rerep: inconclusive; HepG2 tox: 0%; A549 tox: 4%; EPAC2 antag: 29%; Nrf2 inh: 7%; ATXN viability: inactive; TGFb SMAD3 inh: -4%; Nrf2 ARE act: -0.2%

Results for CCOCCCn1c(SCC(=O)OCC)nc2c(sc3ccccc32)c1=O ?
ATXN2 expr inh: 6%; HepG2 tox: -19%; A549 tox: 1%; ATXN viability: inactive; TGFb SMAD3 inh: -11%; Nrf2 ARE act: -1.1%

How did Cc1ccc2nc(Cl)c3cc(C(=O)N4CCCCC4)sc3c2c1 do in these assays?
HepG2 tox: 12%; A549 tox: 0%; Nrf2 inh: 2%; TGFb SMAD3 inh: -20%; Nrf2 ARE act: 3.0%

What do the screens show for `Cc1cccc(Nc2nc(Cl)ncc2F)c1C`?
ATXN2 expr inh: 3%; MCF10A rerep: -1%; HepG2 tox: 1%; A549 tox: 4%; EPAC2 antag: -3%; Nrf2 inh: 4%; ATXN viability: inactive; TGFb SMAD3 inh: -1%; Nrf2 ARE act: -0.4%

Gathered by group, the compounds so far containing a Cl atom
Results for Clc1ccc(OCCn2cnc3ccccc32)c(Cl)c1 ?
ATXN2 expr inh: 35%; MCF10A rerep: 10%; HepG2 tox: -16%; A549 tox: -1%; EPAC2 antag: -10%; Nrf2 inh: inconclusive; ATXN viability: inactive; TGFb SMAD3 inh: -33%; Nrf2 ARE act: 3.3%

How did Cc1ccc2nc(Cl)c3cc(C(=O)N4CCCCC4)sc3c2c1 do in these assays?
HepG2 tox: 12%; A549 tox: 0%; Nrf2 inh: 2%; TGFb SMAD3 inh: -20%; Nrf2 ARE act: 3.0%

What do the screens show for `Cc1cccc(Nc2nc(Cl)ncc2F)c1C`?
ATXN2 expr inh: 3%; MCF10A rerep: -1%; HepG2 tox: 1%; A549 tox: 4%; EPAC2 antag: -3%; Nrf2 inh: 4%; ATXN viability: inactive; TGFb SMAD3 inh: -1%; Nrf2 ARE act: -0.4%

This is a subset (hit frequency here may not be typical).
